From PubChem
Platelet DG rel: modulates dense granule release in human platelets; human platelet-rich plasma, SFLLRN dense granule ATP release, luminescence; AID 1663; inhibition, %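 (compounds screened at 7.5 µM in platelet-rich plasma)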; 300,000 compounds, 0.22% hits;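 active = mean replicate score, as percent of positive control, at or above 50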
KCNQ1 pot: potentiators or activators of human KCNQ1 potassium channel. CHO-K1 KCNQ1, thallium flux FluxOR fluorescence; active compounds read high. B-score at 10 µM. 310,000 compounds, 0.35% hits;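 active = fluorescence ratio B-score, a plate-corrected score, at least three library SD, with initial intensity B-score within 5 SD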
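Doses: Single concentration per compound, DMSO matched to controls | Test system: KCNQ1-transfected CHO-K1 cells | Timing: 90 min dye loading and 20 min compound exposure, both at room temperature | Measured by: Kinetic FluxOR thallium fluorescence, 10-s 1-Hz baseline, 110-s post-stimulus read | Medium: Assay buffer with matched DMSO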
hERG rescue: hERG (human) protection from proarrhythmic block. activation (rescue from dofetilide block), less the hit threshold, % at 10 µM. 310,000 compounds, 0.51% hits. CHO-hERG, FluxOR thallium flux, dofetilide IC70 present. AID 1511;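 active = activation above the mean of controls blocked by dofetilide plus 5 SD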;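 note: thallium influx through hERG after potassium depolarization seen as dye fluorescence rise; in these data hits start at about 4.7%; inactives centre near -7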
Target sequence (Q12809 whole entry, looked up): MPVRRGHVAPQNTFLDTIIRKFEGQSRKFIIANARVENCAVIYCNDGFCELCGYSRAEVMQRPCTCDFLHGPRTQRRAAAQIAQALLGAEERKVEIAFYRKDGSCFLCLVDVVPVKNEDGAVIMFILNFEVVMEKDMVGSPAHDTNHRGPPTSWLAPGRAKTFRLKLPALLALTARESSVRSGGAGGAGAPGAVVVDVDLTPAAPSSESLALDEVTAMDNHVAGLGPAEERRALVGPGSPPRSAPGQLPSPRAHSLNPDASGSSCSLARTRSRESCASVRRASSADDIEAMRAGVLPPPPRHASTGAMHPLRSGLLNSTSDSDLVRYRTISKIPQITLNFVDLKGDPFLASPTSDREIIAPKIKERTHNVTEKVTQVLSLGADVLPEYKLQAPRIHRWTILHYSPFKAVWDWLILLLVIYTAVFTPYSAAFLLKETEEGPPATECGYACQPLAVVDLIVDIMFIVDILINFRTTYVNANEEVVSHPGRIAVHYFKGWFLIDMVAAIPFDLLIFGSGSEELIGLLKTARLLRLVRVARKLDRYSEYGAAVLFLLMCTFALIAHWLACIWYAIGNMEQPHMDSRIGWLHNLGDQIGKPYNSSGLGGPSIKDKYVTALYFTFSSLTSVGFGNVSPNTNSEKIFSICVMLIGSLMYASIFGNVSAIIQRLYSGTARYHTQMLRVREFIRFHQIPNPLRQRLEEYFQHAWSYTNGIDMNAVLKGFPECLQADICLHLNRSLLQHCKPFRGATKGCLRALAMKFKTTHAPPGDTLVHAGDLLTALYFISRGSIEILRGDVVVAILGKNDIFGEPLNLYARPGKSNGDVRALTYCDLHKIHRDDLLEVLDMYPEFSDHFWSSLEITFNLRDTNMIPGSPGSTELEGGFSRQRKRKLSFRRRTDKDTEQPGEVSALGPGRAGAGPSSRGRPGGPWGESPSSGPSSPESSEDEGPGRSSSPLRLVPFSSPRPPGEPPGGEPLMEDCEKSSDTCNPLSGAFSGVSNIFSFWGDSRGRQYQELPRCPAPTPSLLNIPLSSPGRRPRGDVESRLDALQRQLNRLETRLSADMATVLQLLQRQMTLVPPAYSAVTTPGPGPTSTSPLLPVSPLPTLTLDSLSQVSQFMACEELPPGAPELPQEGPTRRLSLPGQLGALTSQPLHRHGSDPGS
KCNK9 block: inhibitors of human KCNK9 two-pore domain potassium channel; Q9NPC2; HEK293 KCNK9, FluxOR thallium flux fluorescence; active compounds read low; B-score at 10 µM; 310,000 compounds, 1.2% hits; AID 488922;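 active = ratio B-score over 3 SD below the library mean, with starting fluorescence within 5 SD of its mean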;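 note: negative B-score means less thallium flux so channel inhibition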
TRPC4 PAM: allosteric potentiators of mouse TRPC4 channel | Q9QUQ5 | HEK293 TRPC4beta/mu-opioid, DAMGO EC20, Fluo-4 Ca2+ flux; active compounds read high | B-score at 10 µM | 310,000 compounds, 0.42% hits;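 active = B-score of calcium response area above 5 SD of library B-scores, with initial fluorescence ratio within 5 SD of library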;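 note: B-score of integrated fluorescence ratio over time as area under calcium response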
Dyrk1A ADPGlo: Dyrk1A (rat) kinase inhibition | inhibition, % at 12.5 µM | 310,000 compounds, 0.43% hits | Q63470 | ADP-Glo luminescence, NFATc1 peptide; in the data active = inhibition above about 50%;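 note: plate controls were vehicle with enzyme for no effect and no enzyme for full effect; many of its hits are not listed in these tables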
PolyA inhibitor: inhibitors of polyadenylation in S. cerevisiae | calls only at 12 µM | AID 1875 | S. cerevisiae SKY197-pL101 polyadenylation reporter, beta-gal luminescence; efflux-impaired pdr1/pdr3 knockout yeast; score 100 = 6 SD above DMSO | 300,000 compounds, 0.02% hits;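 active = lowest replicate activity score at least 50, where 100 means six control SD above control mean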;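 note: yeast exposed to compound for 9 h at 30 °C; higher score means more reporter readthrough which indicates perturbed polyadenylation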
TRPC4 block: blocks the mouse TRPC4 cation channel | 300,000 compounds, 0.39% hits | HEK293 TRPC4beta/mu-opioid, DAMGO-evoked Fluo4 calcium flux; active compounds read low | Q9QUQ5 | B-score at 10 µM;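 active = B-score over 3 SD under the library average, no early fluorescence shift, positive overall ratio signal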
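Assay system: Stable TRPC4beta/mu-opioid receptor HEK293 cells | Reagent: DAMGO in two steps, submaximal then maximal | Compound dosing: Single concentration per test compound | Signal: Fluo4 Ca2+ flux fluorescence | Evaluation: Per-well B score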
TRPC4 act: TRPC4 (mouse) channel activation; Q9QUQ5; HEK293 TRPC4beta/mu-opioid, Fluo4 calcium fluorescence; active compounds read high; B-score at 10 µM; 310,000 compounds, 0.49% hits; AID 2237;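 active = B-score above 5 SD of library B-scores, and initial fluorescence ratio not above library mean plus 5 SD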;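 note: positive B-score marks a calcium rise read as TRPC4 activation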
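Material: TRPC4beta and mu-opioid receptor HEK293 stable cells | Incubation: 45 min room-temperature Fluo4 loading, 110 s read | Detection: Kinetic Fluo4 calcium fluorescence | Measure: Integrated baseline-normalised fluorescence ratio, converted to per-well B score | Benchmarks: Low control buffer alone, high control maximal DAMGO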
KCNK3 inh: human KCNK3 channel inhibition, primary screen; O14649; AID 602410; 340,000 compounds, 0.84% hits; B-score at 10 µM; CHO-KCNK3 thallium flux, FluxOR fluorescence; active compounds read low;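 active = B-score under library mean minus 4 SD, starting fluorescence ratio at most library mean plus 5 SD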;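 note: more negative B-score means stronger inhibition of thallium flux through KCNK3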
KCNQ1 block: blocks the human KCNQ1 potassium channel; B-score at 10 µM; P51787; CHO-K1 KCNQ1, FluxOR thallium flux fluorescence; active compounds read high; 310,000 compounds, 1.3% hits;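 active = compounds whose thallium flux B-score, printed positive for inhibition, exceeds three library SD while starting fluorescence stays within three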;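 note: channel opened by potassium depolarization with thallium stimulus after 20 min compound exposure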
* marks the source's active call; other numbers are inactive results; i = inactive; / = no result given. Not all compounds are listed, so the mix of outcomes need not match the whole.

SMILES	Platelet DG rel	KCNQ1 pot	hERG rescue	KCNK9 block	TRPC4 PAM	Dyrk1A ADPGlo	PolyA inhibitor	TRPC4 block	TRPC4 act	KCNK3 inh	KCNQ1 block
N=c1n(CCN2CCCCC2)c2ccccc2n1CC(O)COc1ccccc1 (configuration not stated)	-2.0	i	-4.8	i	i	3.6	i	i	i	i	i
CC(C)c1ncc(S(=O)(=O)c2ccc(C(F)(F)F)cn2)c(N)n1	-2.2	i	-2.2	i	i	-1.5	i	i	i	i	i
COc1ccc(C(=O)NC(=S)N2CCC(C)CC2)cc1Br	-16.7	27*	15.2*	i	i	3.1	i	i	i	i	i
COc1ccc(C(=O)c2ccccc2Cl)cc1	0.9	i	-13.8	i	i	-12.5	i	i	i	i	i
COc1ccccc1NC(=O)c1ccccc1NC(=O)c1cc(Cl)ccc1NC(=O)c1ccco1	0.3	i	-17.4	i	i	13.3	i	i	i	i	i
COc1ccccc1NC(=O)O/N=C(\N)c1ccccc1	9.5	i	-14.3	i	i	8.0	i	i	i	i	i
COc1cc(CC(=O)N(C)CC(=O)Nc2cc(C)ccc2C)cc(OC)c1OC	11.6	i	-4.8	i	i	-7.4	i	i	i	i	i
COc1ccccc1OCC(=O)Nc1c2c(nn1-c1ccc(C)cc1)CS(=O)(=O)C2	4.6	i	-13.1	i	i	-5.9	i	i	i	i	i
O=C(Cc1ccc2c(c1)OCCO2)N1CCN(S(=O)(=O)c2cccc(Cl)c2Cl)CC1	-6.3	i	-3.9	i	i	-2.4	i	i	i	i	i
COc1ccccc1Nc1nc(NCCO)nc(N2CCCC2)n1	-1.4	i	-9.0	i	i	-20.1	i	i	i	i	i
Cc1ccc(OCc2cc(C(=O)Nc3ccccc3)oc2C)cc1	-0.2	i	-9.4	i	i	-2.3	i	i	i	i	i
COc1ccccc1OCc1cc(C(=O)N2CC3C[C@@H]4CC2C[C@H](C3)C4)no1	9.7	i	-10.8	i	i	/	i	i	i	i	i
CN1C(=O)N(C)C2(CC1(C)C)CC(C)(C)N(C)C(=O)N2C	-0.8	i	0.2	i	i	7.0	i	i	i	i	i
Cc1nc(N)nc(N/N=C/c2c(F)cccc2Cl)n1	8.3	i	-1.9	i	i	3.4	i	i	i	i	i
Cc1ccc(CN2CCN(CC(=O)O)C2=O)cc1	1.6	i	-3.9	i	i	0.6	i	i	i	i	i
C=CCN(CC(=O)NC1CCCC1)C(=O)C(=O)Nc1ccc2c(c1)OCCO2	-3.5	i	-3.5	i	i	4.9	i	i	i	i	i
O=C1CC2(CCCCC2)Oc2ccc(F)cc21	-1.6	i	-3.2	i	i	3.6	i	i	i	i	i
O=C(CCN1C(=O)c2ccccc2C1=O)Nc1ccc(-c2cn3ccsc3n2)cc1	1.6	i	-7.3	i	i	-3.8	i	i	i	i	i
COc1ccc(CC(=O)NCc2nnc(SCC(=O)Nc3cccc(F)c3)n2C)cc1	-1.6	i	-6.8	i	i	-9.2	i	i	i	i	i
CCCCN(C(=O)c1ccc(S(=O)(=O)N(C)C)cc1)c1ccccc1	0.1	i	-10.3	i	i	1.0	i	i	i	i	i
NS(=O)(=O)c1ccc(CCNC(=O)c2ccc(OCC3CCCO3)cc2)cc1 (configuration not stated)	6.2	i	-6.9	i	i	-3.7	i	i	i	i	i
COc1ccc(OC)c2[nH]c(=O)c(CCNC(=O)c3cc4ccccc4o3)cc12	5.8	i	-21.2	i	i	8.1	i	i	i	i	i
CCOc1ccc(-n2c(Cc3cc(=O)[nH]c(=O)[nH]3)nnc2SCc2cccnc2)cc1	-4.4	i	-0.7	i	i	4.0	i	i	i	i	i
Cc1ccc(NC(=O)CN2CCc3cc4c(cc3C2)OCCCO4)cc1	-9.8	i	-8.3	i	i	1.0	i	i	i	i	i
O=C(NCc1ccco1)c1ccc(=O)oc1	-14.1	i	-7.3	i	i	0.9	i	i	i	i	i
S=c1[nH]nc(-c2ccncc2)n1/N=C/C(Cl)=C\c1ccccc1	0.7	i	-3.4	i	12*	-1.2	i	i	i	i	i
CN=C1S/C(=C\c2ccc(SC)cc2)C(=O)N1C	2.2	i	-6.2	i	i	-1.4	i	i	i	i	i
Cc1nnc(NC(=O)Oc2ccccc2)s1	10.2	i	-0.8	i	i	5.4	i	i	i	i	i
Cc1cccc(N(C(=O)CNC(=O)c2cccs2)C(C(=O)NC2CCCC2)c2cccnc2)c1 (configuration not stated)	-4.8	i	-4.0	i	i	-1.6	i	i	i	i	i
CNC(=O)N(O)C1N(NC(=O)Nc2ccccc2)C(=S)SC1(C)C (configuration not stated)	-9.4	i	-13.1	i	i	-4.1	i	i	i	i	i
CCOC(=O)C1CCCN(S(=O)(=O)c2cccs2)C1 (configuration not stated)	-0.7	i	-1.8	i	i	6.3	i	i	i	i	i
COc1cccc(-c2nc(N3CCCCC3)c3ccccc3n2)c1O	-2.9	i	-10.9	i	i	-14.8	i	i	i	i	i
COc1ccc(CCCNC(=O)C2CCC(=O)N(CCc3cccc(F)c3)C2)cc1 (configuration not stated)	-4.4	i	-8.6	i	i	-2.9	i	i	i	i	i
N#CCC(=O)Nc1ccc(C(=O)N2CCN(S(=O)(=O)c3ccc4ccccc4c3)CC2)cc1	-6.4	i	1.6	i	i	-1.0	i	i	i	i	i
CC1CCN(CCC(=O)NN)CC1	-3.7	i	-11.8	i	i	0.8	i	i	i	i	i
COc1cccc(NC(=O)C2CC(=O)OC23CCOC(C)(C)C3)c1 (configuration not stated)	0.5	i	-7.0	i	i	-5.9	i	i	i	i	i
CCOC(=O)C1CCN(C(=O)c2c(C)oc3c2C(=O)c2ccccc2C3=O)CC1	-19.4	i	-9.2	i	i	-4.3	i	i	i	i	i
COc1cc(/C=C(/C#N)c2ccc(F)cc2)ccc1Oc1ccc([N+](=O)[O-])cn1	-0.5	i	-8.6	i	i	-7.4	i	i	i	i	i
Cc1ccc2oc(C(=O)N3CCN(C)C[C@@H]3C(C)C)c(C)c2c1	1.8	i	-7.4	i	i	-1.3	i	i	i	i	i
CCN(CCCNC(=O)CN(C)S(=O)(=O)c1cccc2nsnc12)c1ccccc1	1.8	i	-10.1	i	i	3.1	i	i	i	i	i
Cc1ccccc1CN1CCC(CNC(=O)C2CCCN(c3ncnc4c3nc3n4CCCCC3)C2)CC1 (configuration not stated)	12.1	i	-8.8	i	i	-3.8	i	i	i	i	i
Cc1cccc(C(=O)Nc2nnc(Cc3c[nH]c4ccccc34)s2)c1	-0.1	i	0.0	i	i	-4.1	i	i	i	i	i
Cc1ccc(C(=O)N2CCCC2)cc1Br	-0.4	i	-8.2	i	i	-5.8	i	i	i	i	i
Cc1ccc2nc(CSc3nnc4ccccn34)cc(=O)n2c1	-1.0	i	-8.2	i	i	0.7	i	i	i	i	i
O=[N+]([O-])c1cc(S(=O)(=O)N2CCCC2)ccc1NCCCN1CCOCC1	-1.2	i	-2.5	i	i	/	i	i	i	i	i
Cc1cnc(C(=O)OCC(=O)NC2CCCC(C)C2C)cn1 (configuration not stated)	14.2	i	-8.6	i	i	3.1	i	i	i	i	i
CC(C)NC(=S)N1CCN(S(C)(=O)=O)CC1	-3.3	i	-8.5	i	i	0.8	i	i	i	i	i
COc1ccc(NC(=O)CN(C)CC(=O)NCC(=O)Nc2ccc(F)cc2)cc1	-2.3	i	-6.5	i	i	-3.7	i	i	i	i	i
CCOc1cc(C2/C(=C(\O)c3cc(C)ccc3C)C(=O)C(=O)N2CCN(C)C)ccc1O (configuration not stated)	-2.9	i	-6.0	i	i	-9.3	i	i	i	i	i
O=C(CCCc1ccccc1)NC1CCSC1=O (configuration not stated)	10.4	i	-2.1	i	i	-8.6	i	i	i	i	i
O=C(Nc1ccccc1)Nc1cccc(-c2nnco2)c1	0.9	i	-7.4	i	i	18.8	i	i	i	i	i
Cc1ccc(S(=O)(=O)Nc2nc(C)c(C(=O)NNS(=O)(=O)c3ccccc3)s2)cc1	0.1	i	-6.5	i	i	-6.2	i	i	i	i	i
COCCNC(=O)CN(Cc1ccccc1)C(=O)CCC(=O)Nc1nccs1	3.7	i	-3.4	i	i	-5.8	i	i	i	i	i
COC(=O)c1sc(-c2ccc(C(C)(C)C)cc2)cc1NC(=O)c1ccccc1C(=O)O	-3.5	i	-26.1	i	12*	/	i	i	i	i	i
Cc1ccc(NC(=S)/C(=C(\[O-])c2ccc(C)c([N+](=O)[O-])c2)[n+]2ccccc2)cc1C	6.9	i	-5.8	i	i	/	i	i	i	/	i
COC(=O)C1=C(C)C(c2ccc(OC)cc2OC)NC(=O)N1 (configuration not stated)	5.5	i	-4.3	i	i	-3.5	i	/	i	i	i

Following part:
SMILES	Platelet DG rel	KCNQ1 pot	hERG rescue	KCNK9 block	TRPC4 PAM	Dyrk1A ADPGlo	PolyA inhibitor	TRPC4 block	TRPC4 act	KCNK3 inh	KCNQ1 block
C=CCN(C(=O)c1cccc(C(F)(F)F)c1)C1(C(=O)Nc2ccccc2)CCN(C(C)C)CC1	12.5	i	-3.7	i	i	4.3	i	i	i	i	i
CCc1cccc(CC)c1NC(=O)CSc1nnc(C2CC2)n1C	-10.1	i	-5.8	i	i	-4.8	i	i	i	i	i
NS(=O)(=O)c1ccc(NC(=O)COC(=O)Cc2ccc(Cl)cc2)cc1	-5.9	i	-11.7	i	i	-10.4	i	i	i	i	i
O=c1[nH]c(NCCO)nc2c1C1(CCCC1)Cc1ccccc1-2	-0.1	i	-16.0	i	i	49.1	i	i	i	i	i
CCC1CCCCN1C(=O)c1noc(C(C)C)c1[N+](=O)[O-] (configuration not stated)	-5.4	i	-4.7	i	i	-3.4	i	i	i	i	i
CC(=O)N1CCC(N(CCN2CCOCC2)C(=S)Nc2ccc(C)cc2C)CC1	-7.9	i	-8.7	i	i	-2.8	i	i	i	i	i
COc1cccc(NC(=O)C/C(C)=N/NC(=O)c2ccccc2Cl)c1	3.0	i	-10.4	i	i	/	i	i	i	i	i
COC(=O)[C@]1(CC(C)C)N[C@H](c2ccc(SC3CCCCC3)c(OC)c2)[C@@H]2C(=O)N(C)C(=O)[C@@H]21	6.2	i	-9.4	i	i	5.9	i	i	i	i	i
N#CCCN1CCN(S(=O)(=O)c2ccc(C#N)cc2)CC1	-14.5	i	-15.6	i	i	9.4	i	i	i	i	i
COc1ccccc1OCC(=O)Nc1ccc(C(N)=O)cc1	7.7	i	-10.2	i	i	-8.6	i	i	i	i	i
